KB-3-1 cytotox: qHTS assay for MDR1-selective chemotherapeutics: Primary screen using the parental adenocarcinoma cell KB-3-1. hit rate 1.4% among 400,000. AID 1347075, 2019. Potency, µM (doses to about 46.1 µM), inactives show at the highest dose activity change, negative = cytotoxic, hits mostly cytotoxic. KB-3-1 viability, CellTiter-Glo ATP luminescence, 72 h; further: potency means the concentration at half of the fitted maximal effect; on the % scale 0 is the no-effect control and ±100 the full control effect; nearly all actives have a fitted effect of over 60% in size
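Viability of parental KB-3-1 cells, measured by CellTiter-Glo luminescence, followed a 72 h incubation at 37 °C with pinned compounds in phenol-red-free DMEM containing 10% FBS.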
ATXN2 expr inh: Primary qHTS for Inhibitors of ATXN expression | Potency, µM (highest dose often 57 µM), for inactives: at the highest dose activity change, negative = inhibition, usual class: inhibitors | HEK-293 ATXN2-luciferase reporter, luminescence, 24 h | hit rate 0.72% among 360,000 | AID 1745845, 2022; further: potency means the concentration at half of the fitted maximal effect; on the % scale 0 is the no-effect control and ±100 the full control effect; nearly all actives have a fitted effect of over 55% in size
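ATXN2-luciferase reporter cells (luciferase flanked by upstream and downstream ATXN2 gene portions) were treated 24 h at 37 °C with compounds at up to 57 uM. SteadyGlo luminescence gave expression; GF-AFC fluorescence gave viability.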
HT1080 IDH1KD tx: qHTS for induction of synthetic lethality in tumor cells producing 2HG: qHTS for the HT-1080-IDH1KD cell line; HT-1080 IDH1 knockdown viability, ATP luminescence, 48 h; Potency, µM (series often up to 46.1 µM), for inactives: at the top dose activity, negative = toxicity, hits mostly cytotoxic; hit rate 2% among 360,000; AID 686971, 2013;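 further: potency means the concentration at half of the fitted maximal effect; 0% = DMSO wells and -100% = cell-free medium wells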
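Luminescent ATP read-out (CellTiter-Glo, 10 min at room temperature) after 48 h compound exposure at 37 °C gave viability of IDH1-knockdown HT-1080 cells. Activity was normalised to DMSO and cell-free wells, then fitted as concentration-response curves.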
MCF10A rereplic: A quantitative high throughput screen for small molecules that induce DNA re-replication in MCF 10a normal breast cells; Potency, µM (doses to about 46.1 µM), inactives show at the top dose activity, positive = re-replication, actives largely listed as activators; MCF 10A DNA re-replication, Hoechst nuclear intensity, 48 h; hit rate 2.9% among 350,000; further: potency means the concentration at half of the fitted maximal effect; % of control where 0% means no effect; nearly all actives have a fitted effect of over 50% in size
HT1080-NT tox: qHTS for induction of synthetic lethality in tumor cells producing 2HG: qHTS for the HT-1080-NT fibrosarcoma cell line. HT-1080-NT fibrosarcoma viability, CellTiter-Glo ATP luminescence, 48 h. Potency, µM (titrated, usually from 46.1 µM), without a hit: top-dose activity, negative = less viability, usual class: cytotoxic. hit rate 1.6% among 360,000;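 further: NT is the 2HG producing partner of a matched IDH1 knockdown line; potency means the concentration at half of the fitted maximal effect; 0% = DMSO-treated cells and -100% = media-only wells without cells; nearly all actives have a fitted effect of over 55% in size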
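Read-out is CellTiter-Glo luminescence after 10 minutes at room temperature, following 48 hours' compound treatment of HT-1080-NT cells (750 cells/well, RPMI, 5% FBS, 37 degrees C).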
IL1B secr inh: qHTS for Inhibitors of Inflammasome Signaling: IL-1-beta AlphaLISA Primary Screen; activity change, % at 57.5 µM; THP-1 LPS/ATP IL-1B secretion, AlphaLISA, 16 h; active compounds read low; hit rate 4.7% among 360,000; AID 743279, 2014; in the data active means activity change below about -50%; inconclusive means mostly about -30% to -49%; further: on the % scale 0 is the no-effect control and ±100 the full control effect
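THP-1 cells pretreated 1 hr with compounds (up to 57.5 uM final), then stimulated with LPS (250 ng/mL final) plus ATP (1.25 mM final); secreted IL-1B measured by AlphaLISA after 16 hr, decreased signal indicating inhibition.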
KB-V1 cytotox: qHTS assay for MDR1-selective chemotherapeutics: Primary screen using the drug-selected MDR subline cells KB-V1 | KB-V1 MDR cells viability, CellTiter-Glo, 72 h | Potency, µM (doses to about 46.1 µM), without a hit: top-dose activity change, negative = cytotoxicity, most hits filed as cytotoxic | hit rate 3.4% among 400,000; further: potency means the concentration at half of the fitted maximal effect; on the % scale 0 is the no-effect control and ±100 the full control effect; nearly all actives have a fitted effect of over 60% in size
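KB-V1 MDR subline cells in DMEM (phenol-red free, 10% FBS) exposed to compounds in qHTS concentration series for 72 h at 37 degrees C. Viability read by CellTiter-Glo luminescence; concentration-effect curves fitted after normalization and correction.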
SW480 rerep: A quantitative high throughput screen for small molecules that induce DNA re-replication in SW480 colon adenocarcinoma cells; hit rate 1.8% among 340,000; Potency, µM (top dose mostly 46.1 µM), inactives show at the highest dose re-replication activation, usual class: activators; SW480 DNA re-replication, Hoechst DNA content imaging, 48 h; AID 624297, 2012; further: potency means the concentration at half of the fitted maximal effect; % of control where 0% means no effect; nearly all actives have a fitted effect of over 55% in size
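250 cells/well; 23 nL cpd via pin tool; 48 hr, 37 C, 5% CO2; Hoechst 40 min; imager read of total nuclear intensity, ex 405/em 500-530 nm.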
ATXN viability: Viability Counterscreen for Primary qHTS for Inhibitors of ATXN expression. S2 cells (HEK-293 line with an ATXN2-luciferase reporter) viability, CellTiter-Fluor protease fluorescence, 24 h. Potency, µM (top dose mostly 56.7 µM), usual class: cytotoxic. hit rate 0.49% among 400,000. AID 651635, 2014; further: potency means the concentration at half of the fitted maximal effect; nearly all actives have a fitted effect of over 40% in size
An asterisk follows results filed as active; i = inactive; ? = inconclusive; · = no result given; & = joins results of further samples; [ ] = remark or other dose. Unless noted, the call rests on the fitted dose curve; in most records, active means well fitted curve in the direction sought with a large enough effect; inconclusive means small, poorly fitted or top-dose-only effect, or another doubt; inactive means no such curve, though single readings can be large; an effect the other way counts as inactive or inconclusive. An unsorted share of the library, and some 11% of all compounds hit somewhere here.

SMILES	KB-3-1 cytotox	ATXN2 expr inh	HT1080 IDH1KD tx	MCF10A rereplic	HT1080-NT tox	IL1B secr inh	KB-V1 cytotox	SW480 rerep	ATXN viability
CC1CCC(NC(=O)C(Cc2ccccc2)n2cccc2)CC1 (stereo unspecified)	14%	1%	4%	2%	6%	-26	-21%	1%	i
Cc1ccc([C@H]2C(C(=O)O)=CC[C@@H](c3ccc(Cl)c(Cl)c3)N2S(=O)(=O)c2ccc(C)cc2)cc1	0%	-15%	-29%	-30%	-6%	7	0%	-10%	i
Cn1c(=O)[nH]c(=O)c2c1nc(SCC(O)CCl)n2Cc1ccccc1 (stereo unspecified)	-19%	-8%	-11%	25%	-9%	11	-3%	16%	i
CCn1c(Cc2ccc(OC)cc2)nnc1SCC(=O)Nc1nc2ccccc2s1	-7%	6%	-7%	12%	-11%	17	-8%	10%	i
N#CCOC(=O)C1c2ccccc2Oc2ccccc21	0%	3%	0%	4%	?	-3	-20%	0%	i
CN(C)CCOC(=O)Cc1ccc(Cl)cc1	22%	1%	1%	3%	3%	20	11%	-1%	i
NCCCC(N)(C(=O)O)C(F)F (stereo unspecified)	0%	2%&-16%&5%	5%	-5%&3%&4%	7%	25	11%	-59%&3%&-34%[inhibitor]	i
COc1ccc2sc(N(CCCN(C)C)C(=O)c3ccc(S(=O)(=O)N4CCc5ccccc5C4)cc3)nc2c1	?	?	?	?	?	-118*	23µM*	30%	?
CCc1noc(C)c1C(=O)Nc1ccc(C)c(S(=O)(=O)N2CCCCCC2)c1	-3%	-33%	-16%	11%	-4%	6	7.3µM*	14%	?
CCOC(=O)CCc1c(C)c2ccc(OCC(=O)OC(C)C)cc2oc1=O	-2%	1%	-8%	-3%	-1%	-2	2%	-5%	i
CC1=C(C(=O)Nc2ccc(C)cc2C)C(c2cccs2)n2nc(SCc3ccc(Cl)cc3)nc2N1 (stereo unspecified)	-5%	0%	·	·	·	·	?	·	i
CCOC(=O)c1ccc(N2C(=O)c3n[nH]c(-c4cccs4)c3C2c2ccc(C(C)C)cc2)cc1 (stereo unspecified)	?	5%	·	·	·	·	?	·	i
COc1cc(NC(=O)C2CC2)c(OC)cc1NC(=O)CCC(=O)NC1CCN(Cc2ccccc2)CC1	?	-7%	4%	3%	-2%	-7	-21%	4%	i
Cc1ccc(-c2c3c(=O)n(C)c(=O)n(C)c3cn2Cc2cccnc2)cc1	5%	-5%	3%	-4%	7%	0	-2%	-1%	i
Cc1ccc(-c2nn(CC(=O)NCc3cc(-c4nn(C)c(=O)c5ccccc45)ccc3C)c(=O)c3ccccc23)cc1	23µM*	11µM*	?	9.2µM*	?	38	7.3µM*	6.5µM*	13µM*

Brought forward from above: three compounds; new compounds follow.
SMILES	KB-3-1 cytotox	ATXN2 expr inh	HT1080 IDH1KD tx	MCF10A rereplic	HT1080-NT tox	IL1B secr inh	KB-V1 cytotox	SW480 rerep	ATXN viability
COc1cc(NC(=O)C2CC2)c(OC)cc1NC(=O)CCC(=O)NC1CCN(Cc2ccccc2)CC1	?	-7%	4%	3%	-2%	-7	-21%	4%	i
Cc1ccc(-c2c3c(=O)n(C)c(=O)n(C)c3cn2Cc2cccnc2)cc1	5%	-5%	3%	-4%	7%	0	-2%	-1%	i
Cc1ccc(-c2nn(CC(=O)NCc3cc(-c4nn(C)c(=O)c5ccccc45)ccc3C)c(=O)c3ccccc23)cc1	23µM*	11µM*	?	9.2µM*	?	38	7.3µM*	6.5µM*	13µM*
O=C(COc1ccc(/C=N/NC(=O)C(=O)N2CCCCCC2)cc1)Nc1ccccc1Cl	9%	5%	-1%	?	3%	-6	18µM*	2%	i
Cc1cccc(COC[C@H](CC(C)C)N2CCN(C(=O)c3ccc(C(C)(C)C)cc3)CCC2=O)c1	?	?	?	·	?	-70*	?	·	·
O=C(Nc1cc(Cl)ccc1O)c1snnc1-c1ccccc1	18µM*	?	?	?	-3%	-90*	8.2µM*	1%	?
CC1CC(C)CN(C(=O)c2ccc(NC(=O)c3ccc(=O)[nH]c3)cc2)C1 (stereo unspecified)	2%	-4%	-4%	4%	-6%	6	4%	2%	i
CCOc1cccc(/C=N/N=C/c2cccc(OCC)c2O)c1O	19%	-10%	13%	2%	24%	3	17%	0%	i
O=C(Nc1ccc(S(=O)(=O)N2CCCCCC2)cc1)c1ccc(Br)o1	?	8%	-17%	14%	1%	-29	5.8µM*	6%	?
CC(=O)N(CN1C(=O)c2ccccc2C1=O)c1cccc(C)c1	-6%	-6%	6%	-2%	8%	0	3%	-3%	i
O=C(c1cccc([N+](=O)[O-])c1)c1cc2ccccc2o1	5%	29%	-18%	0%	2%	-2	13%	-2%	i
COc1cccc(N2CCN(C(=O)c3ccc(Cn4c(=O)[nH]c5cc(OC)c(OC)cc5c4=O)cc3)CC2)c1	-7%	-7%	·	·	·	·	12%	·	i
N#Cc1ccc(-c2ccc3nccn3c2)cc1	0%	6%	19%	·	11%	13	-1%	·	i
COc1ccc(CNC(=O)c2sc3nc4n(c(=O)c3c2C)CCCCC4)cc1	-4%	-15%	·	·	·	·	14%	·	i
O=S(=O)(Nc1ccc(N2CCCCC2)cc1)c1ccccc1F	-18%	-8%	-15%	0%	1%	-24	-18%	-4%	i
Cc1ccc(-n2cnc3cc(C(=O)NCc4ccc(F)cc4)ccc32)c(C)c1	2%	-36%	·	·	·	·	-2%	·	?
Cc1ccc(NC(=O)c2nc[nH]c2C(=O)NCCCCCCNC(=O)c2[nH]cnc2C(=O)Nc2ccc(C)cc2)cc1	?	2%	9%	-2%	3%	?	-25%	0%	i
COc1cccc2cc(C(=O)Nc3cc(Cl)ccc3N3CCOCC3)c(=O)oc12	0%	5%	5%	?	18%	1	?	-5%	i
O=C(COc1cccnc1[N+](=O)[O-])Nc1ccccc1Sc1ccccc1	-5%	18%	0%	13%	-3%	0	13µM*	-8%	i
COc1ccc(-c2noc(CN(C)Cc3ccccc3)n2)cc1	0%	·	7%	13%	9%	24	-25%	-1%	i
COc1ccc(CCNC(=O)CSc2nc(=O)n3cccc(C)c3n2)cc1OC	-5%	0%	2%	-3%	4%	-3	14%	-8%	i
Cc1sc2nc(SCC(=O)N(C)Cc3ccccc3)n(-c3ccccc3)c(=O)c2c1C	-5%	-5%	2%	17%	0%	10	7%	1%	?
O=C1/C(=C/c2ccncc2)Cc2ccccc21	4%	1%	11%	-10%	0%	16	29%	-2%	i
O=C(c1ccco1)N1CC2(CC(c3ccc(Cl)cc3)=NO2)CN1Cc1ccc(Br)cc1 (stereo unspecified)	6%	-21%	9%	·	6%	-17	-18%	·	?
Cc1cc(NS(=O)(=O)c2ccc(NC(=O)c3ccc(Br)o3)cc2)nc(C)n1	0%	-16%	-6%	-1%	5%	4	3%	-2%	i
CN(C)c1ncc(C(=O)NCc2ccc(Cl)cc2)cn1	-12%	-17%	·	·	·	·	6%	·	?
O=C(c1cc(-c2ccc(Cl)s2)nc2ccccc12)N1CCOCC1	-19%	7%	-24%	30%	?	-71*	-7%	?	i
N#Cc1c(NC(=O)c2ccncc2)sc2c1CCC2	?	36%[activator]	-22%	?	-14%[9.24 µM]	-11	-5%	5%	i
CCCCc1ccc(NC(=O)c2ccc(N(C)S(C)(=O)=O)cc2)cc1	-1%	?	-14%	?	?	34	-18%	12%	?
CC1=C(C(=O)Nc2ccc(Cl)cc2)C(c2cccs2)n2nnnc2N1 (stereo unspecified)	9%	-18%	?	15%	-26%	-12	-18%	7%	i
O=C(C1CCC1)N1CCc2cc(S(=O)(=O)NCC3COc4ccccc4O3)ccc21 (stereo unspecified)	-4%	-9%	-18%	-47%[inhibitor]	-15%	-14	?	-12%[9.22 µM]	i
COc1ncnc2c1sc1nc(-c3ccccc3)c3c(c12)CCCC3	2%	-8%	5%	-1%	11%	18	?	-21%	i
CC1(c2ccccc2)NC(=O)N(CC(=O)N2CCN(S(=O)(=O)c3cccs3)CC2)C1=O (stereo unspecified)	18%	1%	5%	7%	2%	1	2%	-5%	i
O=C(O)c1ccc(NS(=O)(=O)c2ccc(N3CCCC3)c([N+](=O)[O-])c2)cc1	7%	·	0%	0%	11%	-1	5%	-6%	·
COc1ccc2c(c1)[C@H]1[C@H](CO2)[C@H](c2ccccc2)[C@]2(C)C(=O)Nc3ccccc3C(=O)N12	?	?	?	29µM*	?	?	?	?	?
Cc1cc(C)c2nc(SCc3ccc([N+](=O)[O-])cc3)nc(C)c2c1	?	-12%	21%	?	19%	28	?	-5%	i
COc1ccccc1N1CCN(CCCCOc2cccc3ccccc23)CC1	-14%	-18%	16µM*	?	?	-57*	-8%	4%	?
c1ccc(Cc2nnc(-c3ccccc3)o2)cc1	14%	49%[activator]	?	?	?	·	10%	-1%	i
COc1ccc2c(c1OC)C(=O)N1c3ccccc3C(=O)N(c3ccc(F)cc3)C21 (stereo unspecified)	-23%	-14%	11%	?	4%	-15	?	0%	?
C/C(=N/N=C/c1ccc(N(C)C)cc1)c1ccccc1	?	-15%	?	?	?	2	5%	0%	?
Cc1c(Cl)cccc1NC(=S)N1CCN(C(=O)C2CCCO2)CC1 (stereo unspecified)	17%	-2%	22%	0%	12%	22	0%	-12%	i
CCOC(=O)C1=C(C)NC(=S)N(C=O)C1c1ccccc1 (stereo unspecified)	?	-10%	-1%	5%	4%	-12	-3%	1%	i

Compound activity from PubChem BioAssay.
